High-throughput results deposited in PubChem BioAssay by National Center for Advancing Translational Sciences (NCATS).
UDG counter = Primary qHTS assay for inhibitors of Activation Induced Cytidine Deaminase (AID): UDG Counterscreen signal | FRET deamination/UDG coupled assay, UDG read, 4 h | Potency, µM (top dose mostly 115 µM), for the others: at the top dose activity change, negative = inhibition, hits mostly inhibitors | 0.14% of 91,000 active | AID 1347430, 2020; also: nearly all actives have a fitted effect of over 65% in size
AID inhibitor = Primary qHTS assay for inhibitors of Activation Induced Cytidine Deaminase (AID): AID signal; Potency, µM (highest dose often 115 µM), without a hit: at the top dose activity change, negative = inhibition, actives largely listed as inhibitors; 0.32% of 91,000 active; AID deamination FRET fluorescence, UDG-coupled, 4 h; also: nearly all actives have a fitted effect of over 25% in size
Target sequence (Q9GZX7 whole entry, looked up): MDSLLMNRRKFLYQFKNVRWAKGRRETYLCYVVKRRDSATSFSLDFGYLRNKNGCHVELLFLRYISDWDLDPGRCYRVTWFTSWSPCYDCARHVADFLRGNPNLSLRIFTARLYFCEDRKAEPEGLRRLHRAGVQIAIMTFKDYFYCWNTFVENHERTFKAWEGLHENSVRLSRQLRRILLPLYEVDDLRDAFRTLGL
Numbers without * were called inactive; ? = inconclusive; & = joins results of further samples; [ ] = dose if it differs, or a comment. Calls follow the shape of the dose curve; as a rule, active = well fitted curve in the direction sought with a large enough effect; inconclusive = small, poorly fitted or top-dose-only effect, or another doubt; inactive = no such curve, though single readings can be large; an effect the other way counts as inactive or inconclusive. % is scaled to controls: 0 for no effect and ±100 for the full control effect; potency is read from the fitted curve at half-maximal effect. Only part of the results is shown, so the mix of outcomes need not match the whole.

SMILES	UDG counter	AID inhibitor
O=C(Nc1c(C(=O)N2CCN(c3ccccc3F)CC2)oc2ccccc12)c1cccc(F)c1	-0.1%	22.2%
CCc1ccc(NC(=O)OC)cc1	-2.9%	-3.1%
CC(C)(C)OC(=O)N1CCC(c2c(C(=O)NCCN3CCC(Cc4ccccc4)CC3)cnn2-c2ccccc2)CC1	53.2%[activator]	?
CCN(C(=O)CCl)C1CCCCC1	-0.1%	-0.5%
CCOC(=O)c1ccc(N2C(=O)c3n[nH]c(-c4ccco4)c3C2c2ccc(F)cc2)cc1 (stereo not drawn)	3.8%&6.0%	18.3%&-2.7%
O=C(Nc1ccc(Br)cc1F)c1cc(S(=O)(=O)NC2CCCCC2)ccc1F	?	1.6%
CC(C)NC(NC(=O)c1ccc(Br)cc1)C(Cl)(Cl)Cl (stereo not drawn)	-4.5%	-8.2%
NC(=O)c1ccc2[nH]ccc2c1	-2.8%	4.5%
CCOC(=O)Cn1nc(-c2ccccc2)c2cnc3ccc(OCC)cc3c21	-7.0%	8.1%
CCCN(CCC)C(=O)Cn1c(=O)n(-c2cccc(C(F)(F)F)c2)c(=O)c2c(C)c(C)sc21	-1.2%	-5.1%
CCc1ccc(NC(=O)C2CCN(S(=O)(=O)c3c(C)noc3/C=C/c3cccs3)CC2)cc1	-1.0%[57.5 µM]	-7.1%
Cc1ccc(-c2cn3ccccc3n2)c(C)c1	6.1%	3.0%
NC(N)=[N+]1CCc2ccccc2C1	0.2%	8.7%
COc1ccc(C(=O)Oc2ccc(C(C)C)cc2)cc1I	5.0%	-6.2%
COc1ccccc1Cc1nnc(NC(=O)c2ccc(NC(=O)C(C)C)cc2)s1	0.0%	-6.7%
CCCCNCc1ccccc1C(F)(F)F	11.1%	2.0%
CC(CN1CCOCC1)NS(=O)(=O)c1ccc(F)cc1Cl (stereo not drawn)	-10.9%	-14.1%
O=C(NCCn1cc(SCc2ccccc2)c2ccccc21)c1cccs1	-15.5%	?
Cc1ccc(-n2ncc3c(N4CCN(Cc5ccccc5)CC4)ncnc32)cc1	31.1%[activator]	-2.2%
O=C(Nc1c(NC2CCCC2)c2ccccc2oc1=O)c1ccccc1F	-2.4%	-5.7%
CCOC(=O)CSc1nc2c(sc3ccccc32)c(=O)n1CCc1ccccc1	13.5%	30.2%[activator]
COC(=O)c1ccc(Oc2nc3c(c(=O)n(C)c(=O)n3C)n2Cc2ccc(C#N)cc2)cc1	-0.3%	4.0%
CC(Cn1cccn1)NC(=O)N1CCN(Cc2cccs2)CC1 (stereo not drawn)	1.3%	4.5%
O=C(O)Cn1cc(C(C(=O)O)N2CCN(Cc3cccnc3)CC2)c2ccc(F)cc21 (stereo not drawn)	-2.8%	6.7%
N#CCOC(=O)CC(NC(N)=O)c1ccccc1 (stereo not drawn)	-3.2%	3.2%
O=C(Nc1ccc(Cl)c(C(F)(F)F)c1)c1ccc(Cl)c(Cl)c1	-12.9%	-20.2%
COc1cc(OC)cc(C(=O)Nc2cc(-c3nc4cccnc4s3)ccc2C)c1	-4.7%	-8.2%
O=C(CSc1ccnc(=O)[nH]1)NCc1ccc(F)cc1	-2.6%	8.0%
O=C1COc2cc(S(=O)(=O)CCC(=O)N3CCN(Cc4ccccc4)CC3)c(Cl)cc2N1	-7.8%	-7.5%
COc1ccc(C(=O)NC2CC(=O)N(c3ccc4c(c3)OCCO4)C2)cc1 (stereo not drawn)	-8.8%	23.8%
COCCn1cnnc1SCc1nc2cc(Cl)ccc2n1C	-10.4%	-7.5%
Cc1c(C(=O)N(CCC#N)c2ccccc2)sc2nc3n(c(=O)c12)CCCCC3	4.7%	-8.3%
O=C(CSc1nc2c([nH]c3ccccc32)c(=O)n1-c1ccc(F)cc1)NCc1ccco1	-2.7%	18.0%
O=C(/C=C/c1cn(CC(O)CN2CCc3ccccc32)c2ccccc12)c1ccc(Br)cc1 (stereo not drawn)	-7.6%	-1.7%
O=C1CC(c2nc3ccccc3[nH]2)CN1c1cccc(Cl)c1 (stereo not drawn)	8.9%	-11.3%
FC(F)(F)c1cccc(NC(=S)NCCc2c[nH]c3ccccc23)c1	3.7%	-8.2%
O=C1CCCc2cc(S(=O)(=O)NCC3CCC(C(=O)Nc4ccc(Cl)cc4)CC3)ccc2N1 (stereo not drawn)	-14.4%	-20.3%
O=c1oc2ccccc2c(O)c1Sc1ccc(Cl)cc1	-6.3%	-13.3%
CCCN(C)c1ccc(/C=N/NC(=S)Nc2ccc(CC)cc2)cc1	-6.3%	-6.4%
O=C(COC(=O)CC(c1ccccc1)c1ccccc1)Nc1ccc(N2CCOCC2)cc1	4.3%	-0.9%
NNc1ccc(S(=O)(=O)Nc2ccccc2)cc1[N+](=O)[O-]	-6.6%	-7.3%
Cc1ccc(C(=O)N(C)C2CCN(CCc3ccccn3)CC2)s1	-3.4%	1.9%
COc1ccc(-c2c(C)c3ccc(OS(C)(=O)=O)cc3oc2=O)cc1OC	13.9%	9.6%
Cc1ccc(NC(=O)c2ccc3ccccc3n2)c(C)c1	-1.2%	-9.7%
Cc1ccc(CNC(=O)c2ccc(CSCc3ccccc3C)o2)cc1	-5.5%	?
CONC(=O)Cc1csc(NC(=O)c2ccccc2)n1	4.1%	22.8%
COCCn1c(SCC(=O)Nc2cc(Cl)ccc2OC)nnc1-c1cccc(C)c1	-1.3%	0.8%
O=C(OCC(=O)c1cccs1)c1ccc(O)cc1	-5.8%	18.0%
CCC(=O)N1c2ccccc2CC1C(=O)NCc1cc(Br)ccc1OC (stereo not drawn)	0.0%	0.3%
Cc1ccc(-c2noc(CN3CCCC3c3cccn3C)n2)cc1 (stereo not drawn)	-12.5%	-12.7%

(listing goes on)
SMILES	UDG counter	AID inhibitor
Fc1ccc(C(NCCc2ccccc2)c2nnc(-c3ccccc3Cl)o2)cc1 (stereo not drawn)	?	?
COc1ccc(-c2cc(C(=O)N3CCN(c4ccccc4OC)CC3)c3cc(C(C)C)ccc3n2)cc1	-24.4%	?
Cc1ccc2nc(Nc3ccccc3)c(-n3nc(C)cc3C)nc2c1	-3.4%	8.3%
CC(C)C(C#CCN1CCCCC1)(c1ccccc1)c1ccccc1	3.7%	-2.7%
O=C(CC1N=C2c3ccccc3N=C(SCC(=O)Nc3ccc(F)cc3)N2C1=O)NCc1ccc2c(c1)OCO2 (stereo not drawn)	16.4%	-12.9%
CCC(C)NC(=O)c1c2c(nc3ccccc13)C(=O)N(C1CCCCC1)C2 (stereo not drawn)	10.1%	-0.3%
O=C(CCC1N=C2c3ccccc3N=C(SCC(=O)Nc3cccc(Cl)c3)N2C1=O)NCc1ccco1 (stereo not drawn)	5.8%	15.5%
CC(C)S(=O)(=O)c1oc(-c2ccc(F)cc2)nc1S(=O)(=O)c1ccccc1	3.4%	-0.4%
Cc1cccc(C)c1NC(=O)c1sc(-n2nc(C)c(Cc3ccccc3)c2C)nc1C	-4.1%	1.3%
O=S(=O)(c1ccc(Br)s1)N1CCOc2ccc(COCc3ccccc3)cc2C1	-15.9%	-19.0%
Cc1ccccc1OCc1nc(-c2ccccc2OCC(=O)N2CCCCCC2)no1	-14.6%	-19.3%
Cc1ccc(-n2nnc(-c3nsc(NC(=O)c4ccc(C)c(C)c4)n3)c2C)cc1	-14.1%	30.6%[activator]
O=C(NCCc1ccc(Cl)cc1)C(=O)NCC(c1cccs1)S(=O)(=O)c1cccs1 (stereo not drawn)	-2.9%	-2.1%
c1ccc(CCCNc2nc(Nc3ccccc3)c3nccnc3n2)cc1	7.8%	0.1%
CCCc1cc(=O)oc2cc(OC(C)C(=O)NC3CC(C)(C)NC(C)(C)C3)ccc12 (stereo not drawn)	-3.0%	2.2%
O=C(CN(Cc1cccs1)C1CC1)NCC1CCCO1 (stereo not drawn)	4.1%	1.6%
Cc1ccc(Cl)cc1NC(=O)c1cnn2c(C(F)F)cc(-c3ccccc3)nc12	-4.4%	-4.9%
CCNc1c(NC(=O)NC2(CC(=O)OCC)CCCCC2)c(=O)oc2ccccc12	4.5%	-6.8%
O=c1oc2ccccc2cc1S(=O)(=O)c1ccc(Cl)c(Cl)c1	-2.7%	-0.5%
COc1ccccc1CNC(=O)CCCn1c(=O)c2ccccc2n(Cc2ccc(C)cc2)c1=O	-14.7%	-14.6%
CCOC(=O)c1noc2ncn(CC(=O)Nc3ccc(C)c(F)c3)c(=O)c12	-0.1%	30.4%[activator]
COc1ccc(-c2c3c(nc4sc(C(=O)Nc5ccc(Cl)cc5)c(N)c24)CC(C)(C)CC3=O)cc1	?	-11.6%
Cc1nc2ccccc2n1CC(O)COc1ccc(C(=O)O)cc1 (stereo not drawn)	-8.7%[57.5 µM]	24.7%[57.5 µM]
CCc1cccc(NC(=O)C(Cc2ccccc2)NS(=O)(=O)c2ccc3c(c2)c(=O)n(C)c(=O)n3C)c1 (stereo not drawn)	-7.0%	?
Cc1cc2nn(-c3ccc(F)cc3)nc2cc1NC(=O)c1cccc([N+](=O)[O-])c1C	-4.3%	-3.7%
Cc1ccc(Cl)cc1NC(=O)COC(=O)CC(C)(C)CC1=NS(=O)(=O)c2ccccc2N1	2.6%	8.8%
S=C(NCc1ccc(Cl)cc1)Nc1ccc2ccccc2c1	-5.9%	-0.6%
Cc1cccc(C)c1NC(=O)C(C)Sc1ccc2c(c1)OCCCO2 (stereo not drawn)	-7.1%	-3.5%
COCCn1c(C)cc(O)c(C(c2ccc(Cl)cc2)N2CCCCC2)c1=O (stereo not drawn)	-5.9%	1.8%
Cn1c(CNC(=O)C(Cc2ccccc2)NS(=O)(=O)c2ccc(Cl)cc2)cc(=O)n(C)c1=O (stereo not drawn)	3.7%	-1.2%
CCCCCCCCC/C(C)=N/NC(=O)C(=O)N/N=C(\C)CCCCCCCCC	-0.9%	-7.4%
CCOc1ccc(S(=O)(=O)N2CCN(c3ccccc3)CC2)cc1C(N)=O	7.5%	11.2%
O=C(C1CCCCC1)N(Cc1cccnc1)c1nc2c(Cl)cccc2s1	-3.5%	-13.4%
Cc1ccc(F)cc1N=Cc1ccc2ncccc2c1	-2.5%	-7.8%
Cc1ccc(NC(=O)C(=O)c2cc(C)n(-c3ccc(F)cc3)c2C)cc1C	-6.5%	-11.6%
O=C(NCCc1ccccc1)c1cnc2sc(N3CCOCC3)nn2c1=O	-13.8%	-16.8%
Cn1c(COc2ccc3c(c2)CCCC3)nnc1SCC(=O)N1CCc2ccccc2C1	0.9%	36.6%[activator]
O=C(COc1ccccc1-c1nc(-c2ccccc2)no1)Nc1ccc([N+](=O)[O-])cc1	75.4%[activator]	44.3%[activator]
CCC(=O)OC1=CN(Cc2ccccc2)S(=O)(=O)c2ccccc21	11.2%	51.5%[activator]
Cc1sc(NCCC(C)C)nc1-c1ccc(NS(C)(=O)=O)cc1	6.2%	4.2%

Record cards, as listed above. Screens in order: UDG counter, AID inhibitor
`Cc1ccc(F)cc1N=Cc1ccc2ncccc2c1` is listed as -2.5%, -7.8%
`Cn1c(COc2ccc3c(c2)CCCC3)nnc1SCC(=O)N1CCc2ccccc2C1` is listed as 0.9%, 36.6%[activator]
`NNc1ccc(S(=O)(=O)Nc2ccccc2)cc1[N+](=O)[O-]` is listed as -6.6%, -7.3%
`O=C(CC1N=C2c3ccccc3N=C(SCC(=O)Nc3ccc(F)cc3)N2C1=O)NCc1ccc2c(c1)OCO2` (stereo not drawn) is listed as 16.4%, -12.9%
`Cc1ccc(-n2ncc3c(N4CCN(Cc5ccccc5)CC4)ncnc32)cc1` is listed as 31.1%[activator], -2.2%

Going on with the list:
SMILES	UDG counter	AID inhibitor
Cc1cc(C)cc(NC(=O)N2CCN(C(=O)c3nsc4ccccc34)CC2)c1	7.4%	-8.4%
CCC(CC)NC(=O)COC(=O)c1cc(S(=O)(=O)N(CC)CC)ccc1N1CCCCC1	7.0%	-10.3%
CCN(CC)C(=O)C(=O)c1cn(C)c2ccccc12	4.6%	-0.3%
COC(=O)c1cc2sccc2n1Cc1ccc(F)cc1	-11.3%	4.2%
O=C(COc1ccc(Br)cc1F)OCC(=O)c1ccc[nH]1	-10.3%	0.9%
CCc1c(C)sc2c1CCN(C(=O)Nc1cc(C)ccc1C)C2c1ccc(OC)cc1 (stereo not drawn)	-17.4%	-22.1%
CCOc1ccc2nc(N3CCC(C(=O)Nc4c(C)cccc4C)CC3)sc2c1	-19.7%	-14.9%
CCC(C)NCC#Cc1ccccc1 (stereo not drawn)	9.4%	1.2%
Cc1ccc(N2C(=O)CSC23C(=O)N(CC(=O)NCCc2ccccc2)c2ccccc23)cc1C (stereo not drawn)	-0.7%	?
COC(=O)c1sccc1S(=O)(=O)N1CCN(c2ccccc2OC)CC1	-17.6%	-5.9%
CC1CCN(C(=O)CSc2n[nH]c(-c3cc(Br)ccc3O)n2)CC1	-3.0%	-9.6%
N#Cc1ccccc1CN1C(=O)c2ccccc2Sc2ccc(C(=O)OCc3ccco3)cc21	-8.8%	29.4%
Cc1cc(/C=C(/C#N)c2nc3ccccc3n2C)cc(C)c1O	-3.4%	-6.2%
O=C(Nc1ccccc1)c1nc[nH]c1C(=O)O	-3.8%	28.4%
COCCNc1nc(NCc2ccccc2OC)c2cnn(C)c2n1	9.3%	15.8%
CN(C)S(=O)(=O)c1cccc(C(=O)/C=C/c2cc(-c3cccs3)cs2)c1	-1.8%	-7.8%
Cc1c(Cl)cccc1NC(=O)N1CCN(Cc2cc(=O)n3nc(-c4ccccc4F)sc3n2)CC1	-8.1%	35.3%[activator]
Cn1c(=O)c2c(ncn2CC(=O)Nc2nc(-c3cccc4ccccc34)cs2)n(C)c1=O	9.5%	6.9%
Cc1ccc(C2SCc3cc(C)c(C)cc3CS2)cc1	3.6%	-4.8%
